NCI-60 one-dose screen, 48 h, at 10 µM unless noted. Numbers give growth in % (100 = growth as untreated, 0 = no growth, -100 = all killed).
CAKI-1: CAKI-1 renal cancer | AID 1794772 | actives 4.7% (n = 75,000)
U251: U251 CNS tumor cells. actives 5.4% (n = 80,000). AID 1794753
SF-268: SF-268 CNS cancer cells; actives 3.1% (n = 82,000)
SN12C: SN12C renal cancer cells; actives 3.8% (n = 81,000); AID 1794767
SF-295: SF-295 CNS cancer cells. AID 1794758. actives 5.6% (n = 79,000)
UO-31: UO-31 renal cancer; AID 1794768; actives 5.2% (n = 81,000)
TK-10: TK-10 renal cancer cells; actives 3.9% (n = 81,000); AID 1794769
786-0: 786-0 renal cancer cells; actives 5.1% (n = 81,000)
* marks the source's active call; other numbers are inactive results; & = joins results of further samples. The calls were made as follows: active = growth percent below 10; inactive = the rest.

What do the screens show for `COc1cc(O)c2c(c1)/C=C/C[C@H](O)[C@H](O)C(=O)/C=C\C[C@H](C)OC2=O`?
CAKI-1: 14; U251: 35; SF-268: 35; SN12C: 7.0*; SF-295: 60; UO-31: 13; TK-10: 35; 786-0: 25

What do the screens show for `COc1cc(CNC(=O)Cc2ccccc2)ccc1OCc1cn(-c2ccc(Cl)c(Cl)c2)nn1`?
CAKI-1: 96; U251: 96; SF-268: 99; SN12C: 97; SF-295: 90; UO-31: 87; TK-10: 108; 786-0: 97

What do the screens show for `C#CCC(CC#C)(C(=O)OCC)C(=O)OCC`?
CAKI-1: 90; U251: 102; SF-268: 108; SN12C: 104; SF-295: 110; UO-31: 91; TK-10: 106; 786-0: 108

What do the screens show for `CC1COCC(C)N1` (stereo not given)?
CAKI-1: 95; U251: 104; SF-268: 114; SN12C: 97; SF-295: 100; UO-31: 98; TK-10: 98; 786-0: 95

Results for COc1ccc2[nH]c(O)c(N=NC(=O)COc3ccc(-c4nc5ccccc5c(=O)[nH]4)cc3OC)c2c1 ?
CAKI-1: 97; U251: 86; SF-268: 94; SN12C: 109; SF-295: 93; UO-31: 96; TK-10: 106; 786-0: 104

How did CC1(C)CCC[C@]23C(=O)O[C@](O)(C(=O)C4=C[C@@](C)(/C=C/CCCc5ccc6ccc7cccc8ccc5c6c78)CC[C@@]42O)[C@@H]13 do in these assays?
CAKI-1: -99*; U251: -85*; SF-268: -45*; SN12C: -94*; SF-295: -77*; UO-31: -97*; TK-10: -89*; 786-0: -79*

Results for Cc1cccc(NC(=O)Cn2cc(CN3CCN(c4ccnc5cc(Cl)ccc45)CC3)nn2)c1 ?
CAKI-1: 73; U251: 93; SF-268: 82; SN12C: 94; SF-295: 94; UO-31: 66; TK-10: 102; 786-0: 101

How did O=[N+]([O-])c1ccc(C2=NCCO2)cc1 do in these assays?
CAKI-1: 100; U251: 103; SF-268: 108; SN12C: 104; SF-295: 107; UO-31: 56; TK-10: 107; 786-0: 90

Results for CSc1ccc(C(=O)C[n+]2ccc3ccccc3c2)cc1 ?
U251: 105; SF-268: 102; SN12C: 95; SF-295: 97; UO-31: 68; TK-10: 103; 786-0: 106

What do the screens show for `Cn1cnc2c(=S)nc(N)[nH]c21`?
U251: 100; SF-268: 108; SN12C: 108; SF-295: 51; UO-31: 86; TK-10: 117; 786-0: 102

What do the screens show for `CS(=O)(=O)c1cnccn1`?
CAKI-1: 80; U251: 94; SF-268: 111; SN12C: 93; SF-295: 99; UO-31: 91; TK-10: 116; 786-0: 94

What do the screens show for `C=C1C(=O)O[C@H]2[C@H]1CC/C(COC(=O)C(=O)c1c[nH]c3ccc(Cl)cc13)=C\CC[C@@]1(C)O[C@@H]21`?
CAKI-1: -88*; U251: -93*; SF-268: -81*; SN12C: -87*; SF-295: -11*; UO-31: -94*; TK-10: -96*; 786-0: -99*

How did CC(=O)OCC(=O)[C@@]1(O)CCC2C3CCC4=CC(=O)C=CC4(C)C3[C@@H](O)CC21C (stereo not given in full) do in these assays?
CAKI-1: 83; U251: 110; SF-268: 98; SN12C: 54; SF-295: 123; UO-31: 82; TK-10: 105; 786-0: 101

What do the screens show for `O/N=C/c1ccc(O)cc1`?
U251: 96; SF-268: 97; SN12C: 103; SF-295: 85; UO-31: 93; TK-10: 90; 786-0: 98

How did CCN(CC)CCCC(C)Nc1c(C)cnc2cc(Cl)ccc12 (stereo not given) do in these assays?
CAKI-1: 86; U251: 100; SF-268: 85; SN12C: 86; SF-295: 90; UO-31: 73; TK-10: 100; 786-0: 88

Ordered by SMILES length (highest first): 3 of the compounds above.
Results for COc1ccc2[nH]c(O)c(N=NC(=O)COc3ccc(-c4nc5ccccc5c(=O)[nH]4)cc3OC)c2c1 ?
CAKI-1: 97; U251: 86; SF-268: 94; SN12C: 109; SF-295: 93; UO-31: 96; TK-10: 106; 786-0: 104

Results for Cc1cccc(NC(=O)Cn2cc(CN3CCN(c4ccnc5cc(Cl)ccc45)CC3)nn2)c1 ?
CAKI-1: 73; U251: 93; SF-268: 82; SN12C: 94; SF-295: 94; UO-31: 66; TK-10: 102; 786-0: 101

What do the screens show for `O/N=C/c1ccc(O)cc1`?
U251: 96; SF-268: 97; SN12C: 103; SF-295: 85; UO-31: 93; TK-10: 90; 786-0: 98

(further entries)
How did FC1(F)C=C(c2ccccc2)C1(Cl)Cl do in these assays?
CAKI-1: 100; U251: 110; SF-268: 113; SN12C: 100; SF-295: 104; UO-31: 106; TK-10: 108; 786-0: 107

Results for O=C(Nc1cc(C(F)(F)F)cc(C(F)(F)F)c1)Nc1cc(F)c(F)cc1C(=O)O ?
CAKI-1: 90; U251: 100; SF-268: 91; SN12C: 97; SF-295: 103; UO-31: 88; TK-10: 114; 786-0: 104

How did CO[C@H]1CC[C@@]2(C)C(=CC[C@H]3[C@@H]4C[C@@H](O)C[C@@]4(C)CC[C@@H]32)C1 do in these assays?
CAKI-1: 91; U251: 109; SF-268: 93; SN12C: 97; SF-295: 105; TK-10: 104; 786-0: 102

How did Cc1c(Cl)cccc1NC(=O)c1sc2nc3c(cc2c1N)CN(Cc1ccccc1)CC3 do in these assays?
U251: 32; SF-268: 42; SN12C: 59; SF-295: 22; UO-31: 58; TK-10: 75; 786-0: 43

What do the screens show for `CNC(=O)CNC(N)=O`?
CAKI-1: 103; U251: 99; SF-268: 114; SN12C: 101; SF-295: 103; UO-31: 87; TK-10: 105

Results for O=C(Cc1c[nH]c2ccccc12)N=Nc1c(O)[nH]c2ccc(F)cc12 ?
CAKI-1: 71; U251: 100; SF-268: 87; SN12C: 90; SF-295: 97; UO-31: 61; TK-10: 149; 786-0: 101

What do the screens show for `c1n[nH]cc1-c1nc2ccc3[nH]ncc3c2c2c1CC1(CC2)COC1`?
CAKI-1: 12; U251: 39; SF-268: 64; SN12C: 39; SF-295: 104; UO-31: 96; TK-10: 49; 786-0: 61

How did COc1cccc(-c2cn3nc(-c4c[nH]c5ccccc45)sc3n2)c1 do in these assays?
CAKI-1: 79; U251: 84; SF-268: 87; SN12C: 90; SF-295: 88; UO-31: 72; TK-10: 96; 786-0: 101

Results for O=c1[nH]cnc(O)c1[N+](=O)[O-] ?
CAKI-1: 102; U251: 111; SF-268: 106; SN12C: 105; SF-295: 113; UO-31: 94; TK-10: 108; 786-0: 119

How did Cc1ccc(C(=O)c2ccc(CC(=O)N=Nc3c(O)[nH]c4ccc(Br)cc34)n2C)cc1 do in these assays?
CAKI-1: 80; U251: 93; SF-268: 88; SN12C: 85; SF-295: 99; UO-31: 65; TK-10: 131; 786-0: 98

Results for COc1ccc(/C=N\NC(=O)c2cnn(CC(O)c3ccccc3)c2N)cc1OCc1ccc(Cl)cc1 (stereo not given) ?
CAKI-1: 71; U251: 61; SF-268: 92; SN12C: 84; SF-295: 57; UO-31: 87; TK-10: 101; 786-0: 96

Results for C=CCNc1nc(NN2C(=O)c3cccc4cccc(c34)C2=O)nc(-n2cnc3ccccc32)n1 ?
CAKI-1: 52; U251: 63; SF-268: 65; SN12C: 60; SF-295: 76; UO-31: 14; TK-10: 102; 786-0: 89

How did CC1=CCC2CC1C2(C)C (stereo not given) do in these assays?
CAKI-1: 83&76; U251: 92&97; SF-268: 94&115; SN12C: 94&103; SF-295: 106&94; UO-31: 96&89; TK-10: 119&113; 786-0: 99&101

What do the screens show for `O=C1/C(=C/c2ccccc2)CC/C1=C\c1ccccc1`?
CAKI-1: 78; U251: 107; SF-268: 98; SN12C: 105; SF-295: 108; UO-31: 111; TK-10: 113; 786-0: 101

Results for COc1ccc(-n2c(-c3csc(N)n3)n[nH]c2=S)c(OC)c1 ?
CAKI-1: 94; U251: 110; SF-268: 107; SN12C: 98; SF-295: 103; UO-31: 76; TK-10: 109; 786-0: 95

How did CC(C)c1ccc(/C=N\Nc2ccc([N+](=O)[O-])cn2)cc1 do in these assays?
CAKI-1: 103; U251: 97; SF-268: 109; SN12C: 104; SF-295: 117; UO-31: 73; TK-10: 99; 786-0: 101

What do the screens show for `CCOC(=O)c1nn(CC(O)c2ccccc2)c(NC(=O)Nc2cccc(C(F)(F)F)c2)c1C` (stereo not given)?
CAKI-1: 97; U251: 90; SF-268: 79; SN12C: 92; SF-295: 84; UO-31: 82; TK-10: 102; 786-0: 98

How did CC1=C2[C@@H](CC1)[C@]1(C)O[C@@](C(C)C)(C[C@H]1O)[C@H]2OC(=O)CCCc1ccccc1 do in these assays?
CAKI-1: 60; U251: 61; SF-268: 74; SN12C: 58; SF-295: 81; UO-31: 34; TK-10: 99; 786-0: 87

What do the screens show for `CC(=O)NS(=O)(=O)c1ccc(NC(=O)c2ccccc2C(=O)O)cc1`?
CAKI-1: 132&101&111; U251: 103&100&65; SF-268: 96&106&102; SN12C: 102&105&97; SF-295: 129&97&106; UO-31: 85&85&101; TK-10: 98&89&131; 786-0: 109&98&100

What do the screens show for `Clc1ccc(SSc2ccccc2)cc1`?
CAKI-1: 95; U251: 98; SF-268: 105; SN12C: 110; SF-295: 103; UO-31: 94; TK-10: 96; 786-0: 102

How did Cc1cc(C)c2c(n1)sc1c2[nH]c(=O)c2nnn(-c3ccccc3)c21 do in these assays?
U251: 98; SF-268: 106; SN12C: 104; SF-295: 98; UO-31: 88; TK-10: 101; 786-0: 101

How did C/C(C=O)=C/c1ccccc1 do in these assays?
CAKI-1: 96; U251: 104; SF-268: 104; SN12C: 105; SF-295: 101; UO-31: 91; TK-10: 104; 786-0: 103

Results for C=C(C)C(c1ccccc1)c1[nH]c(C)c(C(=O)OC)c1C(=O)OC (stereo not given) ?
CAKI-1: 77; U251: 106; SF-268: 117; SN12C: 89; SF-295: 103; UO-31: 104; TK-10: 110; 786-0: 114

Results for O=C(CN1CCCCC1)Nc1nc(-c2cc3ccccc3oc2=O)cs1 ?
CAKI-1: 96; U251: 97; SF-268: 94; SN12C: 96; SF-295: 102; UO-31: 83; TK-10: 138; 786-0: 95

Results for CCOc1ccc(Cc2nccc3cc(OCC)c(OCC)cc23)cc1OCC ?
CAKI-1: 48; U251: 63; SF-268: 78; SN12C: 59; SF-295: 28; UO-31: 38; TK-10: 69; 786-0: 65

What do the screens show for `C=CCC(O)c1ccccc1` (stereo not given)?
CAKI-1: 103; U251: 95; SF-268: 106; SN12C: 101; SF-295: 108; UO-31: 88; TK-10: 106; 786-0: 104

How did CCOC(=O)Cn1c(-c2ccc(S(C)(=O)=O)cc2)nc2ccccc21 do in these assays?
CAKI-1: 94; U251: 102; SF-268: 98; SN12C: 97; SF-295: 96; UO-31: 86; TK-10: 103; 786-0: 105

What do the screens show for `CCCc1cc2cc(-n3nc(CC)c4c3CC(C)(C)CC4=O)cc(NC3CCC(O)CC3)c2c(=O)[nH]1` (stereo not given)?
CAKI-1: 20; U251: 28; SF-268: 49; SN12C: 7.8*; SF-295: 28; UO-31: 14; TK-10: 0.7*; 786-0: -12*

Structural class: the entries above containing a carbonyl joined to an NH by a bond outside any ring.
What do the screens show for `COc1cc(CNC(=O)Cc2ccccc2)ccc1OCc1cn(-c2ccc(Cl)c(Cl)c2)nn1`?
CAKI-1: 96; U251: 96; SF-268: 99; SN12C: 97; SF-295: 90; UO-31: 87; TK-10: 108; 786-0: 97

Results for Cc1cccc(NC(=O)Cn2cc(CN3CCN(c4ccnc5cc(Cl)ccc45)CC3)nn2)c1 ?
CAKI-1: 73; U251: 93; SF-268: 82; SN12C: 94; SF-295: 94; UO-31: 66; TK-10: 102; 786-0: 101

Results for O=C(Nc1cc(C(F)(F)F)cc(C(F)(F)F)c1)Nc1cc(F)c(F)cc1C(=O)O ?
CAKI-1: 90; U251: 100; SF-268: 91; SN12C: 97; SF-295: 103; UO-31: 88; TK-10: 114; 786-0: 104

How did Cc1c(Cl)cccc1NC(=O)c1sc2nc3c(cc2c1N)CN(Cc1ccccc1)CC3 do in these assays?
U251: 32; SF-268: 42; SN12C: 59; SF-295: 22; UO-31: 58; TK-10: 75; 786-0: 43

What do the screens show for `CNC(=O)CNC(N)=O`?
CAKI-1: 103; U251: 99; SF-268: 114; SN12C: 101; SF-295: 103; UO-31: 87; TK-10: 105

Results for COc1ccc(/C=N\NC(=O)c2cnn(CC(O)c3ccccc3)c2N)cc1OCc1ccc(Cl)cc1 (stereo not given) ?
CAKI-1: 71; U251: 61; SF-268: 92; SN12C: 84; SF-295: 57; UO-31: 87; TK-10: 101; 786-0: 96

What do the screens show for `CCOC(=O)c1nn(CC(O)c2ccccc2)c(NC(=O)Nc2cccc(C(F)(F)F)c2)c1C` (stereo not given)?
CAKI-1: 97; U251: 90; SF-268: 79; SN12C: 92; SF-295: 84; UO-31: 82; TK-10: 102; 786-0: 98

What do the screens show for `CC(=O)NS(=O)(=O)c1ccc(NC(=O)c2ccccc2C(=O)O)cc1`?
CAKI-1: 132&101&111; U251: 103&100&65; SF-268: 96&106&102; SN12C: 102&105&97; SF-295: 129&97&106; UO-31: 85&85&101; TK-10: 98&89&131; 786-0: 109&98&100

Results for O=C(CN1CCCCC1)Nc1nc(-c2cc3ccccc3oc2=O)cs1 ?
CAKI-1: 96; U251: 97; SF-268: 94; SN12C: 96; SF-295: 102; UO-31: 83; TK-10: 138; 786-0: 95

Source: PubChem BioAssay
